Screening data deposited in PubChem by several laboratories.
Myeloid diff 2: compounds promoting myeloid differentiation | 360,000 tested, 1% active | calls only at 10 µM | AID 624256 | ER-HoxA9 myeloid progenitors, lysozyme-GFP differentiation, flow cytometry;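 active = normalized GFP-positive differentiation at or above the plate's own cutoff, the solvent-only control mean plus 3 SD; inconclusive = no clear call, values can overlap the other calls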;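 also: cells exposed to compound for four days before flow analysis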
KOR beta-arrestin-1: kappa opioid receptor activators – cell-based, luminescence, uHTS, primary screen (AID 1777) | 280,000 tested, 0.02% active | KOR beta-arrestin recruitment, luminescence; higher % means a stronger effect | one-dose activation, % at 10 µM; EC50 in µM for titrated hits; in the data active = activation above about 50%, passing the limit was not always enough; also: a part of the inactive calls stands beside numbers as strong as those of hits
KOR beta-arrestin-2: kappa opioid receptor blockers – cell-based, luminescence, uHTS (AID 1778); KOR beta-arrestin recruitment, luminescence, antagonist mode; higher % means a stronger effect; 290,000 tested, 0.091% active; inhibition, % at 10 µM; hits with a dose series show IC50 in µM; also: strong numbers were not always called active
HEK293 NOD2/NF-kB: inhibition of NOD2-driven NF-kB reporter – cell-based, luminescence, uHTS, HEK293 (AID 1566); HEK293 NOD2/NF-kB luciferase reporter, luminescence; higher % means a stronger effect; inhibition, % at 4 µM; hits with a dose series show EC50 in µM; 290,000 tested, 0.63% active; also: many of its hits are not listed in these tables
HIV peptide binding: inhibitors of HIV fusion peptide binding, primary screen, biochemical, uHTS, fluorescence dequenching (AID 1986) | inhibition, % at 20 µM; hits with a dose series show IC50 in µM | 290,000 tested, 0.3% active | cell-free peptide binding, fluorescence dequenching, 30 min; higher % means a stronger effect; in the data active = inhibition mostly above about 52%, no sharp cut-off; inactive = mostly below about 76%; also: some results filed as inactive read as strong as hits
Salmonella PhoP GFP: PhoP-dependent GFP reporter repression – Salmonella Typhimurium, primary screen (AID 1863) | inhibition, % at 50 µM, or IC50 in µM where a hit was titrated | S. Typhimurium PhoP-regulated promoter GFP reporter, 4 h; higher % means a stronger effect | 300,000 tested, 0.16% active;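 active = inhibition over 29.93%, a cutoff 3 SD above the screen mean, later confirmed by dose response; inconclusive = inhibition over 29.93% but no dose response follow-up; inactive = inhibition at most 29.93% or unconfirmed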;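 also: 0% = low Mg2+ inducing control and 100% = high Mg2+ repressing control; strong numbers were not always called active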
NOD1 inhibition: inhibition of NOD1-driven NF-kB reporter – cell-based, luminescence, uHTS, primary screen (AID 1578) | NOD1-driven NF-kB luciferase reporter cells, luminescence; higher % means a stronger effect | inhibition, % at 4 µM; hits with a dose series show EC50 in µM | 290,000 tested, 1% active; in the data active = inhibition mostly above about 36%, no sharp cut-off; inactive = mostly below about 34%;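 also: HEK-293T reporter cells stimulated with the NOD1 agonist gamma-tri-DAP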
LYP phosphatase: PTPN22 lymphoid phosphatase activity blockers – biochemical, fluorescence intensity, uHTS (AID 1779); recombinant LYP phosphatase, fluorescence intensity; higher % means a stronger effect; inhibition, % at 11.5 µM, or IC50 in µM where a hit was titrated; 290,000 tested, 0.054% active;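 also: plate controls were vehicle with enzyme for no effect and no enzyme for full effect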
SIAH1 antagonists: blockers of Siah-1 interaction with plectin peptide – biochemical, fluorescence polarization, rhodamine-plectin, uHTS, primary screen (AID 1817). 290,000 tested, 0.02% active. one-dose displacement, % at 20 µM; IC50 in µM for titrated hits. Siah-1 / rhodamine-plectin peptide fluorescence polarization; higher % means a stronger effect;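 active = displacement of at least 50% at 20 µM, with a fluorescence ratio check between 0.3 and a set limit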;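 also: plate controls were Siah plus tracer with DMSO for no effect and tracer alone without Siah for full effect; strong numbers were not always called active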
Myeloid diff 2 GFP+ MAC1+ %: second read-out of Myeloid diff 2, no call of its own (marks repeat the call); GFP+ MAC1+ double positive, %; measured here: differentiation confirmed by MAC1 staining
* marks the source's active call; other numbers are inactive results; i = inactive; ? = inconclusive; nt = no result given; + = active, no number; [ ] = dose if it differs, or a comment. Rule as the data show it, unless noted: active = inhibition above about 50%; inactive = the rest. The list is partial, so the mix of outcomes need not match the whole.

SMILES	Myeloid diff 2	Myeloid diff 2 GFP+ MAC1+ %	KOR beta-arrestin-1	KOR beta-arrestin-2	HEK293 NOD2/NF-kB	HIV peptide binding	Salmonella PhoP GFP	NOD1 inhibition	LYP phosphatase	SIAH1 antagonists
CS(=O)(=O)c1ccc(Cl)c(NC(=O)c2ccc3ccccc3c2)c1	i	0.5	2.8%	-20.1%	13.5%	-1.5%	-7.2%	-10.5%	-4.7%	8.5%
CCN1C(=O)/C(=C\N(C)C)S/C1=N\S(=O)(=O)c1ccc(C)cc1	i	0.4	-2.0%	-12.0%	8.2%	1.9%	-0.7%	-29.0%	-7.1%	8.1%
O=C(Oc1ccc(/C=N/NC(=O)c2ccccn2)cc1)c1cccc(Br)c1	i	1.5	0.4%	4.5%	-22.9%	2.7%	-0.6%	-45.4%	2.2%	1.6%
O=C(C1CC12CCCC2)N1CCC(CO)(Cc2ccccc2Cl)CC1 (stereo not given)	i	0.4	nt	8.8%[20 µM]	-19.5%	-0.6%	4.9%	-1.7%	-5.5%	1.6%
CC(C)(C)c1ccc(/C=C/C(=O)N2CCOCC2)cc1	i	1.1	1.8%	nt	-37.4%	-1.7%	2.8%	16.6%	3.5%	-1.8%
CC(=O)N1c2ccc(S(=O)(=O)N3CCC(C(=O)NCc4ccc(F)cc4)CC3)cc2CC1C (stereo not given)	?	nt	-4.9%	1.5%	-3.3%	1.3%	-6.5%	-17.7%	-8.1%	6.3%
C/C(CC(=O)Nc1ccccn1)=N\NC(=O)C(=O)Nc1cccc(Cl)c1C	i	0.6	3.9%	7.5%	9.3%	8.3%	5.0%	14.2%	-4.3%	1.8%
Cc1c(-c2ccccc2)c(=O)oc2cc(O)ccc12	i	1.4	-4.9%	-20.8%	1.6%	0.6%	-10.4%	-19.7%	-19.1%	5.3%
Cn1c(=O)oc2cc(S(=O)(=O)N3CCN(c4ccccc4)CC3)ccc21	+	1.9*	4.4%	-34.1%	-5.4%	-1.7%	-6.6%	-6.9%	-12.3%	-2.3%
Cc1cc(/C=C\c2ccccc2)nc2ccccc12	i	0.5	nt	-39.2%[20 µM]	-86.0%	1.2%	5.1%	-11.5%	-3.5%	8.1%
CNC(C)c1ccc(S(N)(=O)=O)cc1 (stereo not given)	i	0.0	-2.9%	12.0%	21.3%	-0.6%	7.4%	-39.1%	-6.5%	3.1%
COc1ccccc1NS(=O)(=O)c1cccc(C(=O)NCc2ccccn2)c1	i	0.9	10.0%	-8.6%	15.0%	0.2%	-1.9%	1.3%	-9.9%	-2.6%
O=C(N=Nc1c(O)[nH]c2ccccc12)c1ccc2c(c1)OCO2	i	0.1	-4.8%	-4.0%	-62.9%	-2.3%	3.5%	-31.7%	-2.0%	9.4%
O=[N+]([O-])c1ccc(C(=S)N2CCC(Cc3ccccc3)CC2)cc1	i	0.7	-4.9%	21.4%	-7.9%	-0.5%	-2.7%	15.0%	-0.9%	4.5%
Cc1ccc(NC(=O)c2sc3ccccc3c2Cl)nc1	i	1.1	2.8%	-2.0%	-213.4%	-1.5%	-19.7%	-21.7%	-0.1%	1.2%
COc1cccc(N2CCN(C3CC(=O)N(c4cccc(Cl)c4)C3=O)CC2)c1 (stereo not given)	i	0.9	-0.4%	-8.8%	8.9%	-3.2%	-2.2%	-17.1%	0.1%	0.5%
CCS(=O)(=O)NCC(c1cccnc1)N1CCN(c2ccc(F)cc2)CC1 (stereo not given)	i	0.6	1.8%	-11.3%	-6.2%	-1.4%	-1.9%	-4.2%	3.3%	2.6%
C=C1[C@@H](C)C2[C@H](Cc3ccccc3)NC(=O)[C@]23OC(=O)CC[C@H](O)CCC[C@H](C)C/C=C/[C@H]3[C@@H]1O (stereo not given in full)	nt	nt	2.6%	17.5%	-55.9%	-0.3%	-2.0%	-9.0%	4.5%	0.6%
Cc1ccc(C)c(NC(=O)C2CCN(C(=O)c3cccs3)CC2)c1	i	0.5	0.7%	-49.4%	-30.3%	0.6%	-3.5%	-7.7%	-12.5%	-1.4%
CC(C)N(Cc1ccccc1)C(=S)Nc1ccc(F)cc1	i	0.5	0.2%	-15.8%	-12.2%	-2.2%	3.9%	-34.6%	0.9%	1.3%
CCOC(=O)c1ccccc1NC(=O)C(C)Oc1ccccc1 (stereo not given)	i	1.4	-0.9%	19.8%	0.5%	-1.3%	5.9%	-15.6%	2.9%	3.8%
ON/C=N/C(=S)Nc1ncc(C(F)(F)F)cc1Cl	i	0.2	-4.0%	-12.7%	-1.7%	0.2%	10.2%	-24.3%	-4.8%	9.3%
COc1cc(OC)cc(-c2n[nH]c(=S)n2-c2ccc3c(c2)OCCO3)c1	i	0.4	-6.3%	-10.4%[20 µM]	-0.2%	0.8%	-1.9%	-28.4%	-9.7%	5.8%
FC(F)Oc1ccc(-n2cc(-c3ccc(Cl)cc3)[n+]3c2CCCCC3)cc1	i	0.5	0.8%	26.3%	25.6%	-0.2%	0.4%	8.6%	-8.2%	-3.1%
CCC(O)CC(C(=O)NNc1ccccc1)C(=O)NNc1ccccc1 (stereo not given)	i	0.1	-2.6%	-1.7%	-63.9%	-2.2%	-0.7%	-9.6%	-0.3%	5.8%

Pulled by structure from above, three records:
SMILES	Myeloid diff 2	Myeloid diff 2 GFP+ MAC1+ %	KOR beta-arrestin-1	KOR beta-arrestin-2	HEK293 NOD2/NF-kB	HIV peptide binding	Salmonella PhoP GFP	NOD1 inhibition	LYP phosphatase	SIAH1 antagonists
CC(C)N(Cc1ccccc1)C(=S)Nc1ccc(F)cc1	i	0.5	0.2%	-15.8%	-12.2%	-2.2%	3.9%	-34.6%	0.9%	1.3%
COc1cc(OC)cc(-c2n[nH]c(=S)n2-c2ccc3c(c2)OCCO3)c1	i	0.4	-6.3%	-10.4%[20 µM]	-0.2%	0.8%	-1.9%	-28.4%	-9.7%	5.8%
CCN1C(=O)/C(=C\N(C)C)S/C1=N\S(=O)(=O)c1ccc(C)cc1	i	0.4	-2.0%	-12.0%	8.2%	1.9%	-0.7%	-29.0%	-7.1%	8.1%

The listing continues.
SMILES	Myeloid diff 2	Myeloid diff 2 GFP+ MAC1+ %	KOR beta-arrestin-1	KOR beta-arrestin-2	HEK293 NOD2/NF-kB	HIV peptide binding	Salmonella PhoP GFP	NOD1 inhibition	LYP phosphatase	SIAH1 antagonists
COc1ccccc1OCC(O)CNCc1ccc2c(c1)OCO2 (stereo not given)	i	0.4	0.6%	25.5%	12.5%	-0.2%	0.3%	-15.4%	-5.3%	10.1%
O=C(CCn1c(=O)sc2ccccc21)NCc1cccs1	i	1.8	-0.3%	3.5%	5.9%	-1.5%	-3.6%	-18.1%	-5.3%	-2.2%
CC(C)CN1C(=O)/C(=C/c2ccco2)NC1=S	i	0.6	-2.2%	-8.7%	15.1%	20.4%	-14.6%	-18.0%	0.3%	-1.1%
CC(=O)c1c(C(C)=O)c(C)n(-c2ccc(N)cc2)c1C	i	1.3	3.2%	-19.4%	8.8%	-1.0%	7.5%	0.1%	-2.9%	1.8%
Cc1cccc(NC(=O)CCNS(=O)(=O)c2cccc3nonc23)c1	i	0.5	6.2%	25.0%	-0.9%	-2.4%	7.3%	-24.9%	-7.2%	-12.3%
Cc1cc(NC(=O)c2cc(C(C)(C)C)oc2C)no1	i	0.3	-2.2%	-5.1%	12.3%	-0.8%	-5.0%	-6.9%	-7.5%	12.6%
COc1ccc(OC)c(C(C)NC(=O)Nc2cccc(C(C)=O)c2)c1 (stereo not given)	i	0.5	-1.5%	7.6%	8.1%	0.3%	-8.0%	0.8%	-8.7%	-1.5%
O=C(/C=C/c1ccccc1Cl)N(Cc1ccccc1)C1CCS(=O)(=O)C1 (stereo not given)	i	0.6	-2.9%	20.4%	6.7%	-1.1%	-7.1%	-31.8%	-2.1%	2.4%
O=S(=O)(Nc1cccc(CCc2ccccn2)c1)c1cc(Cl)ccc1Cl	i	0.7	2.4%	23.7%	8.0%	-0.5%	3.4%	11.1%	-6.9%	1.4%
COC(=O)C1=C(C)N(c2ccc(OC)cc2)C(=O)/C1=C\c1cccs1	i	0.5	4.1%	nt	14.6%	-1.8%	0.7%	-22.1%	2.5%	7.9%
CCOC(=O)c1ccccc1NC1c2ccccc2C(=O)N1c1ccc(C)cn1 (stereo not given)	i	4.3	-2.8%	25.1%	-11.7%	-0.9%	5.0%	-10.2%	-1.9%	3.9%
CCN1C(=NCc2ccc(OC)cc2)N[C@@H](c2ccccc2)C(C(=O)OC)=C1C	i	0.4	-4.1%	-10.1%[20 µM]	-6.1%	-1.6%	-0.6%	-15.5%	-8.8%	0.5%
N#Cc1ccccc1NC(=O)c1ccc2c(c1)OCO2	i	0.2	-2.1%	-36.1%[20 µM]	-15.6%	0.5%	9.8%	-10.3%	-10.1%	3.8%
Cc1cccc(NC(=O)Cc2ccc(NC3=NC4CS(=O)(=O)CC4S3)cc2)c1 (stereo not given)	i	2.6	-0.7%	-16.4%[20 µM]	0.7%	-1.9%	nt	-2.5%	-5.7%	-1.8%
Cc1cc(C)n(-c2ccc(C(=O)OCC(=O)N(CC(C)C)C3CCS(=O)(=O)C3)cc2)n1 (stereo not given)	i	0.7	1.9%	28.8%	1.1%	-2.6%	-6.5%	8.1%	-3.8%	-3.4%
COc1cc(OC)nc(/N=C/NO)n1	i	0.7	4.9%	8.7%	17.4%	-0.3%	-8.0%	-1.3%	-7.0%	7.0%
Cn1cc(SCC(=O)NCCc2ccccc2)c2ccccc21	i	0.3	-4.2%	0.6%	8.8%	-1.5%	-5.2%	-4.8%	-7.1%	-2.3%
CC(C)CNC1=CC(=O)CC(c2ccco2)C1 (stereo not given)	i	1.5	-0.5%	-3.1%	-4.2%	-0.2%	-4.7%	-2.2%	5.8%	32.9%
O=C(NNc1c2ccccc2nc2ccccc12)C12CC3CC(CC(C3)C1)C2	i	0.3	1.2%	21.3%	0.7%	-2.8%	5.4%	-0.3%	-2.2%	0.9%
CCOC(=O)N1CCC(=NNC(=O)Cn2ccc(C(F)(F)F)n2)CC1	i	0.4	3.6%	-22.7%	5.0%	0.2%	6.0%	-35.6%	-9.1%	2.8%
COc1ccc(NC(=O)CC(C)C)c([N+](=O)[O-])c1	i	0.3	4.7%	-14.3%	-1.5%	-1.1%	23.1%	5.2%	-8.2%	-4.3%
COc1cc(Cc2ccc(N)c(OC)c2)ccc1N	i	0.4	3.2%	35.6%	12.8%	0.6%	9.9%	-35.6%	-5.0%	0.7%
O=C(NC(C(=O)N/N=C/c1cccc2ccccc12)c1n[nH]c(=O)c2ccccc12)c1ccccc1 (stereo not given)	i	1.5	-0.7%	14.4%	-36.8%	-3.4%	19.4%	8.6%	-9.8%	0.7%
O=C(NC1CCCCC1)c1cc([N+](=O)[O-])ccc1N1CCCC1	i	0.7	-8.0%	5.2%	3.7%	-2.1%	0.8%	13.7%	-2.9%	-4.1%
COc1ccc(Cl)cc1N1C(=O)C2CCCN2C1c1sccc1C (stereo not given)	i	1.1	3.7%	-17.8%	5.7%	-1.4%	5.6%	-5.6%	-4.6%	-5.5%
O=C(O)c1ccc(-n2c(-c3cc(-c4ccco4)[nH]n3)n[nH]c2=S)cc1	i	0.7	4.0%	-20.6%	1.5%	54.2%	-5.5%	15.6%	-5.9%	-0.5%
